Screens from PubChem.
Caspase-1 inhib = caspase-1 (human) inhibition, allosteric or competitive. Caspase-1 enzyme, Ac-WEHD-AFC fluorogenic rate. Potency, µM (doses to about 57.5 µM), inactives show at the top dose activity change, negative = inhibition, hits mostly inhibitors. 75,000 tested, 0.03% active. AID 900;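 further: potency means the concentration at half of the fitted maximal effect; plate controls were vehicle for no effect and no substrate for full effect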
USP2a inh = blocks human ubiquitin-specific protease USP2a | O75604 | USP2a enzymatic assay, qHTS inhibition | Potency, µM (highest dose often 38.3 µM), without a hit: at the highest dose activity change, negative = inhibition, hits mostly inhibitors | 60,000 tested, 0.1% active | AID 927;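 further: potency means the concentration at half of the fitted maximal effect; nearly all actives have a fitted effect of over 60% in size; plate controls were DMSO for no effect and NEM full inhibition control for full effect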
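Coupled readout: USP2-cleaved Ub-PLA2 (20nM final) turns over NBD C6-HPC (20uM final), Ex 460nm/Em 535nm after 2.5 h, time-zero read flagging artifacts. Enzyme (20nM final, pH 8.0 Tris) given 30 min RT with compound first; NEM defines full inhibition.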
BRCT PPI green = inhibitors of human BRCA1 BRCT-phosphoprotein interaction (green fluorophore) | BRCA1 BRCT-phosphopeptide binding, green fluorescence polarization | Potency, µM (top dose mostly 76.9 µM), inactives show at the top dose activity change, negative = inhibition, most hits filed as inhibitors | 75,000 tested, 0.05% active;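 further: potency means the concentration at half of the fitted maximal effect; plate controls were peptide without protein for full effect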
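Compounds were incubated for 12 min at room temperature with a complex of 100 nM fluorescein-tagged pBACH1 decapeptide and 250 nM His-tagged BRCT protein. Buffer was phosphate pH 7.3 with EDTA, DTT and Tween 20. Disruption of binding lowers the polarization signal.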
A350 fluor = A350 region autofluorescence; Compound autofluorescence, 340/450 nm, Alexa 350 dye-equivalents; stronger effect = higher value; max dye-equivalent concentration, M; 59,000 tested, 11% active; in the data active means max dye-equivalent concentration above about 10 nM; inconclusive means mostly about 1.1 nM to 9.6 nM
Fluorescein fluor = fluorescein region autofluorescence; Compound autofluorescence, 480/540 nm, fluorescein-equivalent; stronger effect = higher value; max fluorescein-equivalent concentration, M; 59,000 tested, 0.91% active; AID 593; in the data active means max fluorescein-equivalent concentration above about 10 nM; inconclusive means between about 1.1 nM and that limit
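Each compound is tested across a concentration series in 100 mM Tris buffer at pH 8.0. After 15 min at room temperature, plates are imaged with 480 nm excitation and 540 nm emission filters, and intensities are converted to fluorescein-equivalent values.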
Caspase-7 inhib = blocks human caspase-7 allosterically or competitively; AID 889; Potency, µM (highest dose often 57.5 µM), without a hit: at the highest dose activity change, negative = inhibition, actives largely listed as inhibitors; 75,000 tested, 0.02% active; recombinant caspase-7, Ac-DEVD-AFC fluorescence rate; P55210; active means well fitted inhibition curve with a large enough effect in the main read-out, with a control signal flat, not every such curve was filed as active; inconclusive means small, poorly fitted or top-dose-only effect, or a change in a side signal; further: potency means the concentration at half of the fitted maximal effect; % of control where 0% means no effect
UbGFP stabilizer = ubiquitin-GFP accumulation via proteasome inhibition | Ubiquitin-GFP reporter cells, proteasome inhibition, GFP fluorescence; response scale: untreated = 0%, 10 µM MG-132 = 100% | 67,000 tested, under 10 active | Potency, µM (series often up to 45.9 µM), for inactives: at the top dose activation (GFP accumulation), most hits filed as activators; active means well fitted activation curve with a large enough effect, not every such curve was filed as active; inconclusive means small, poorly fitted or top-dose-only effect, or another doubt; inactive means no such curve, though single readings can be large or run the other way; further: potency means the concentration at half of the fitted maximal effect
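U2OS Ub(G76V)-GFP reporter; O/N plating, 0.5% FBS; cpd 46 uM–2.9 nM, 4 h, 37 °C; GFP+ cell count, 488/515 nm; norm. to basal vs 10 uM MG-132; CRC fit.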
4-MU autofl = 4-MU region autofluorescence. compound autofluorescence, 340/450 nm, 4-MU equivalents; stronger effect = higher value. max dye-equivalent concentration, M. 59,000 tested, 11% active. AID 589; in the data active means max dye-equivalent concentration above about 10 nM; inconclusive means mostly about 1.1 nM to 9.6 nM
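Compounds in 100 mM Tris, pH 8.0, incubated 15 min at room temperature, then fluorescence read at 340 nm excitation/450 nm emission. Signal converted to 4-MU dye-equivalent concentration using an on-plate six-point 4-MU standard curve.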
BRCT PPI red = BRCT-phosphoprotein interaction inhibition (red fluorophore); P38398; Potency, µM (top dose mostly 76.9 µM), without a hit: at the top dose activity change, negative = inhibition, hits mostly inhibitors; AID 892; BRCT-phosphopeptide binding, red fluorescence polarization; 75,000 tested, 0.03% active; further: on the % scale 0 is the no-effect control and ±100 the full control effect
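Fluorescence polarization: 100 nM His-tagged BRCA1 BRCT with 100 nM TAMRA-labelled phospho-BACH1 decapeptide, phosphate buffer pH 7.3 with 150 mM NaCl, DTT, 0.01% Tween 20; 12 min RT. Binding inhibition seen as FP decrease.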
GFP derepression = epigenetic GFP locus derepression in mouse cells; mouse C127i GFP locus derepression, cytometry, 30 h; Potency, µM (titrated, usually from 46.1 µM), for inactives: top-dose GFP derepression (activation); 68,000 tested, 0.09% active; AID 597; further: % of control where 0% means no effect
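Locus derepression in mouse mammary C127i cells whose integrated CMV-GFP reporter is normally silent; GFP expression after 30 h compound treatment was quantified by counting fluorescent cells.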
HEK293 cAMP ctrl = raises cAMP in parental HEK293 cells, TSHR agonist counter-screen | Potency, µM (doses to about 57.1 µM), without a hit: top-dose activation, hits mostly activators | parental HEK293 CNG cAMP sensor, membrane potential fluorescence | 73,000 tested, 2.5% active; further: potency means the concentration at half of the fitted maximal effect; % of control where 0% means no effect; nearly all actives have a fitted effect of over 55% in size
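Parental HEK 293 cells stably expressing a modified CNG channel (no TSHR) report cAMP rise as membrane depolarization. Membrane potential dye with 100 uM RO 20-1724 was loaded for 60 min at room temperature, then compound added for 30 min; fluorescence read at 590 nm.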
Starred values were filed as active, the others as inactive; i = inactive; ? = inconclusive; / = not tested or not shown; [ ] = remark or other dose. Unless noted, the call rests on the fitted dose curve; in most records, active means well fitted curve in the direction sought with a large enough effect; inconclusive means small, poorly fitted or top-dose-only effect, or another doubt; inactive means no such curve, though single readings can be large; an effect the other way counts as inactive or inconclusive. Only part of the results is shown (hit frequency here may not be typical).

smiles,Caspase-1 inhib,USP2a inh,BRCT PPI green,A350 fluor,Fluorescein fluor,Caspase-7 inhib,UbGFP stabilizer,4-MU autofl,BRCT PPI red,GFP derepression,HEK293 cAMP ctrl
COc1cccc(N2CCCn3c2nc2c3c(=O)n(CCN3CCOCC3)c(=O)n2C)c1,1%,0%,-2.5%,?,i,-1%,-7%,i,1.0%,6%,2%
CC1(C)CC(=O)c2c(Cc3ccccc3)n[nH]c2C1,-1%,3%,1.1%,/,/,1%,-5%,/,-1.3%,-2%,3%
Cn1c(=O)c2c(nc(N3CCN(c4ccccc4)CC3)n2CCCc2ccccc2)n(C)c1=O,-2%,13%,-0.3%,i,i,0%,/,i,0.3%,0%,13%
CC(Cc1ccccc1)C(=O)NCc1ccncc1 (stereo not drawn),-2%,/,-1.1%,/,/,1%,/,/,0.1%,/,8%
CC1CCN(S(=O)(=O)c2cc(Cl)ccc2Br)CC1,-1%,-12%,0.1%,1.4e-08M*,i,-2%,0%,?,-1.4%,-3%,?
O=C(CNS(=O)(=O)c1cccc(C(F)(F)F)c1)Nc1ccccc1F,3%,0%,-0.7%,i,i,3%,8%,i,-1.0%,0%,-2%
CC(=O)N(CN1C(=O)C2CC=CCC2C1=O)c1cccc(Cl)c1 (stereo not drawn),-17%,5%,-3.8%,i,?,-16%,4%,i,0.6%,0%,3%
CSc1ccccc1NC(=O)c1ccc(C)o1,-3%,/,-2.4%,/,/,0%,/,/,0.6%,/,-2%
Cc1c(N=C/C=C2\N(C)c3ccccc3C2(C)C)c(=O)n(-c2ccccc2)n1C,-13%,5%,-1.2%,i,i,-11%,-6%,i,-1.2%,2%,-1%
O[C@@H](c1ccccc1)C1CCN(CCc2ccccc2)CC1,-1%,/,0.6%,/,/,1%,3%,/,1.2%,3%,?
CN(C)c1ccc(NC(=O)c2cccc(N3C(=O)C4C5C=CC(C5)C4C3=O)c2)cc1 (stereo not drawn),0%,10%,-2.3%,i,i,0%,-2%,i,-1.2%,4%,-1%
CCC(CC)C(=O)N1c2ccc(F)cc2CCC1C (stereo not drawn),-2%,0%,-0.5%,/,/,0%,2%,/,1.2%,5%,13%
CCOC(=O)c1ccc(NC(=O)C2C3CCC(C3)C2C(=O)O)cc1 (stereo not drawn),-1%,4%,-2.3%,i,?,2%,-4%,i,-1.1%,-1%,-4%
c1cc(-c2nc3cc(Cc4ccc5oc(-c6ccncc6)nc5c4)ccc3o2)ccn1,-1%,15%,-0.6%,i,i,1%,-2%,i,-0.5%,-1%,3%
O=C(O)CSc1nnc(Cn2nnc3ccccc32)n1CCc1ccccc1,-1%,-5%,-2.3%,?,?,1%,11%,?,-2.7%,0%,6%
Cc1ccccc1-c1ccc2ncnc(NCc3cccs3)c2c1,?,-21%,-0.9%,i,i,16µM*,2%,i,-2.7%,-3%[9.22 µM],4µM*
COC(=O)c1ccc(C(NC(=O)OCc2ccccc2)/C(F)=C/[C@@H](C)C(=O)Nc2ccc(OC)cc2)cc1 (stereo partly drawn),-1%,/,0.4%,/,/,-2%,/,/,0.5%,/,10%
Cc1ccc(Cc2c(C)nc3nc(SCC(=O)NCc4ccco4)nn3c2C)cc1,-3%,39%[activator],0.9%,i,?,-2%,5%,i,-1.8%,-3%,16µM*
Cc1ccc(C(C)C)c(OCCNS(C)(=O)=O)c1,-1%,-1%,1.0%,i,i,0%,-3%,i,0.2%,0%,5%
Cn1c(=O)oc2ccc(C(=O)CSc3nnnn3-c3ccccc3)cc21,-5%,3%,-3.2%,i,i,0%,0%,i,1.1%,0%,11%
CCOc1ccc(OCc2cccc(C(=O)N3CCOCC3)c2)cc1,-3%,10%,-1.4%,i,?,0%,-4%,i,-0.3%,0%,3%
O=C(CSc1nnnn1Cc1ccccc1)Nc1ccc2c(c1)OCO2,4%,8%,-2.2%,i,?,-1%,0%,i,-0.8%,-1%,18%
CC(=O)N1[C@H](Cc2ccccc2)C=C[C@]1(C)C(=O)NCc1ccccn1,-1%,/,-0.4%,/,/,1%,/,/,-3.1%,/,5%
O=C1Nc2ccccc2OC1CC(=O)N1CCCC1 (stereo not drawn),2%,/,-0.4%,/,/,0%,-8%,/,-1.0%,/,4%
CCOC(=O)N1CCN(c2ccc(C(=O)c3ccccc3)cc2F)CC1,-6%,-17%[7.66 µM],2.1%,/,/,-9%,0%[9.17 µM],/,-4.8%,6%,?
COc1ccc(CN2C(=O)c3cccnc3C2Nc2cc(Cl)c(OC)cc2OC)cc1 (stereo not drawn),4%,6%,-0.9%,i,i,-3%,0%,i,0.0%,-5%,11%
O=c1oc2ccccc2n1CCCCCn1c(=O)oc2ccccc21,-1%,-2%,-0.1%,?,i,-1%,-2%,?,-0.4%,2%,14%
Cc1noc(C)c1COC(=O)c1cc(=O)[nH]c2ccccc12,1%,7%,-0.8%,4.1e-08M*,i,-2%,0%,4.1e-08M*,0.5%,2%,23%
COc1cc(-c2nc(-c3ccc(C)nc3OC)no2)cc(OC)c1OC,0%,-3%,1.7%,i,i,1%,5%,i,0.0%,3%,1%
COc1ccc(Oc2ncc3nc(-c4ccccc4)c(=O)n(CCC#N)c3n2)cc1,?,123%[activator],-1.5%,?,?,-27%,4%,?,0.9%,-3%[9.22 µM],18%

4-MU autofl: what is marked active above
Structure	Caspase-1 inhib	USP2a inh	BRCT PPI green	A350 fluor	Fluorescein fluor	Caspase-7 inhib	UbGFP stabilizer	4-MU autofl	BRCT PPI red
Cc1noc(C)c1COC(=O)c1cc(=O)[nH]c2ccccc12	1%	7%	-0.8%	4.1e-08M*	i	-2%	0%	4.1e-08M*	0.5%

Returning to the listing; the two compounds before the break are reprinted first.
smiles,Caspase-1 inhib,USP2a inh,BRCT PPI green,A350 fluor,Fluorescein fluor,Caspase-7 inhib,UbGFP stabilizer,4-MU autofl,BRCT PPI red,GFP derepression,HEK293 cAMP ctrl
COc1cc(-c2nc(-c3ccc(C)nc3OC)no2)cc(OC)c1OC,0%,-3%,1.7%,i,i,1%,5%,i,0.0%,3%,1%
COc1ccc(Oc2ncc3nc(-c4ccccc4)c(=O)n(CCC#N)c3n2)cc1,?,123%[activator],-1.5%,?,?,-27%,4%,?,0.9%,-3%[9.22 µM],18%
Cc1cc(C)cc(NC(=O)CSc2nnc(Cc3cccn3C)n2-c2ccc(F)cc2)c1,-4%,/,-0.9%,/,/,-7%,3%,/,0.9%,/,68%
COc1cc2nc(COc3ccc(C#N)cc3)n(CC#N)c(=O)c2cc1OC,0%,21%,6.7%,i,i,0%,2%,i,-2.5%,-1%,3%
Cc1cc(Cl)ccc1OCC(=O)Nc1nc(N)nc(N)n1,-1%[11.5 µM],/,-0.5%[15.4 µM],i,i,1%[11.5 µM],-2%[9.17 µM],i,0.7%[15.4 µM],2%[9.22 µM],-1%[11.4 µM]
COc1ccc2[nH]cc(CCNc3ncncc3-c3ccccc3C(F)(F)F)c2c1,-9%,114%[activator],-0.6%,i,i,-17%,5%,i,-0.1%,-5%[9.22 µM],?
CCN1CCN(C(=O)CN(Cc2ccccc2)S(C)(=O)=O)CC1,0%,1%,-2.1%,i,i,0%,1%,i,-0.4%,0%,-1%
C[C@H](N)CCCC(C)(C)O,-3%[25.7 µM],-3%[17.1 µM],0.3%[34.4 µM],i,?,2%[25.7 µM],9%[20.5 µM],i,-0.2%[34.4 µM],0%[20.6 µM],-2%[25.6 µM]
COc1cc2cc(CN(CCN3CCCC3)C(=O)Nc3ccccc3Cl)c(=O)[nH]c2cc1OC,-13%,17%,2.2%,3.1e-07M*,?,-5%,-1%,2.5e-07M*,0.9%,4%,9%
O=S(=O)(O)c1nc2ccccc2n1Cc1ccc(Cl)cc1,-2%,2%,0.0%,?,i,-1%,2%,i,-2.0%,2%,17%
CC1CCCC(NC(=O)C2CCN(S(=O)(=O)N3CCOCC3)CC2)C1C (stereo not drawn),-2%,11%,-0.2%,i,i,1%,2%,i,0.8%,0%,2%
O=C(NCc1ccco1)c1ccc2ccccc2c1,0%,6%,-1.0%,/,/,1%,25%,/,-1.0%,-4%,?
CCOc1ccc2nc(NCCO)[nH]c2c1,1%,/,-2.6%,i,i,3%,0%,i,1.9%,1%,4%
